Assay outcomes deposited in PubChem BioAssay by ICCB-Longwood Screening Facility, Harvard Medical School.
PV pol inh: poliovirus RNA polymerase inhibition. P03300. poliovirus polymerase elongation, fluorescence polarization; hits give low values. % elongation, % (compound at 16.7 µg/mL). actives 0.66% (n = 150,000). AID 588519; in the data active = % elongation below about 90%; note: some results filed as inactive read as strong as hits
Target sequence (P03300 1749-2209 limits assumed): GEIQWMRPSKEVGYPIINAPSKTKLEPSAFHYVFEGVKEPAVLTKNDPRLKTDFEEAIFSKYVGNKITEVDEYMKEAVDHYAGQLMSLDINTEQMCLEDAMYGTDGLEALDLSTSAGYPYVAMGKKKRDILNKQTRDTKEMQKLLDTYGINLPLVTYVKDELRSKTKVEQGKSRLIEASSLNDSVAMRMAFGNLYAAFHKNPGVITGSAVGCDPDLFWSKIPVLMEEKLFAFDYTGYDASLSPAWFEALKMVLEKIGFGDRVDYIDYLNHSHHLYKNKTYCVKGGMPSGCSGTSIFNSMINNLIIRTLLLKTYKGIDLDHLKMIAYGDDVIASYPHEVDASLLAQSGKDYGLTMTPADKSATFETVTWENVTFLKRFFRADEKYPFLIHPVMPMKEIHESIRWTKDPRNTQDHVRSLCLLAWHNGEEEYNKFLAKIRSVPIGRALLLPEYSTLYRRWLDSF
PV pol inh FP z-score: recorded beside PV pol inh, whose call it bears; z-score; measured here: FP z-score; hits read low
The depositor's hits bear a star. Not all compounds are listed; count on the stated rates, not on these rows.

Results follow in this order: PV pol inh	PV pol inh FP z-score
- CCc1cccc(C)c1NS(=O)(=O)c1ccc2c(c1)NC(=O)C(C)C(=O)N2 (stereo not given)
→ 100	-0.5
- CC(C)c1ccc(S(=O)(=O)C2C(=O)N(C)C3(C)CC2c2ccccc2O3)cc1 (stereo not given)
→ 100	-0.5
- O=C(Nc1ccc(S(=O)(=O)N2CCCCC2c2cccnc2)cc1)c1ccc(F)cc1 (stereo not given)
→ 112	1.2
- NC(=O)CSc1nnc(SCc2ccc(Cl)cc2)s1
→ 99	-0.7
- CCn1nnc2cc(C(=O)Nc3ccc(Br)cc3F)ccc21
→ 106	-0.1
- Cc1nc2cc(-c3ccccc3)sc2c(=O)n1N
→ 100	-0.7
- Oc1ccc(N2Cc3ccccc3C2)cc1
→ 105	1
- COc1ccc2[nH]cc(CCNC(=O)Nc3cc(C)cc(C)c3)c2c1
→ 111	0.7
- CCOc1ccc(-c2cc(NC(=O)c3ccc(C)cc3)c(C(=O)OC)s2)cc1
→ 109	0.5
- COc1ccccc1N1CC(C(=O)OC(C)C(=O)N2CCCc3ccccc32)CC1=O (stereo not given)
→ 105	0.3
- O=C(CN1c2ccccc2S(=O)(=O)c2ccccc21)N1CCCCC1
→ 102	0.5
- CCOC(=O)c1ccc2ncc3c(-c4ccccc4)nn(-c4ccccc4)c3c2c1
→ 102	0
- CN1C(=O)c2ccc(NC(=O)c3ccc4ncsc4c3)cc2C1=O
→ 100	-0.3
- O=C(Nc1nnc(S(=O)(=O)N2CCc3ccccc32)s1)c1ccccc1
→ 112	0.8
- COc1cc(CN(C(=O)COc2ccccc2)c2ccccn2)cc(OC)c1OC
→ 104	-0.2
- CCOC(CCn1c(SCC(N)=O)nc2c(sc3ccccc32)c1=O)OCC
→ 98	-1.1
- CC(=O)OC1OCCOC1OC(C)=O (stereo not given)
→ 101	-0.1
- CCCCN(C)C(=O)c1nc(-c2ccc(C)cc2)n2c1CCCCC2
→ 104	0.2
- N=c1c(C(N)=S)cnc2ccccn12
→ 106	0.4
- Cc1ccc(C(=O)CSc2nccc(=O)[nH]2)cc1
→ 102	0.1
- CCOC(=O)c1c(S(=O)(=O)N2CCC(C(=O)Nc3ccc(C)cc3C)CC2)c(C)n(C)c1C
→ 108	0.4
- O=C(Nc1cccc(Cl)c1)C1=CC(=O)N2CCCN=C2S1
→ 100	-0.3
- Cc1oc(-c2ccccc2)[n+]([O-])c1C
→ 101	0.2
- Cc1ccc2c(c1)C(c1ccc(F)cc1)N(C(=O)c1ccc(OC(C)C)cc1)CC(=O)N2 (stereo not given)
→ 102	-0.3
- Fc1ccc(COC(CN2CCCCC2)CN2CCCCC2)cc1
→ 103	0.5
- CC(=O)Nc1c(O)nc(SCC(=O)N2CCOCC2)[nH]c1=O
→ 106	0.3
- Nc1nc(CC(=O)NN=C2CCCCCC2)cs1
→ 100	-0.7
- COc1ccccc1-c1coc2cc(OCc3ccc(C)cc3)ccc2c1=O
→ 102	0.2
- COc1ccccc1CNS(=O)(=O)c1ccc2c(c1)NC(=O)CC(=O)N2
→ 105	0.1
- Cc1nn2c(=O)cc(COc3ccc(/C=C(\C#N)C(=O)Nc4ccccc4)cc3Cl)nc2s1
→ 104	-0.8

A second format for part of the listing above:
> NC(=O)CSc1nnc(SCc2ccc(Cl)cc2)s1
  PV pol inh: 99
  PV pol inh FP z-score: -0.7
> CCn1nnc2cc(C(=O)Nc3ccc(Br)cc3F)ccc21
  PV pol inh: 106
  PV pol inh FP z-score: -0.1

Remaining list, next part
Results follow in this order: PV pol inh	PV pol inh FP z-score
- CCN(c1ccccc1)c1ncnc2c1cnn2-c1ccc(C)cc1C
→ 105	-0.1
- O=c1[nH]c(O)c(C=NCc2ccc(Cl)cc2)c(=O)[nH]1
→ 103	1.2
- CCc1ccc(S(=O)(=O)NCc2cn3ccccc3n2)s1
→ 103	0.2
- COc1ccccc1CNC(=O)c1ccc(CN2CC(=O)N3CCCCC3C2=O)cc1 (stereo not given)
→ 103	-1
- COc1ccc(OCCSc2nnc(CCNC(=O)c3ccc(OC)cc3)n2C)cc1
→ 99	-0.4
- CCOC(=O)C1=C(CSc2nnc(-c3ccc(OC)cc3)o2)NC(=O)NC1C (stereo not given)
→ 111	0.8
- COc1ccc(C(=O)c2cnc3ncccn23)cc1
→ 102	0
- Cc1nnc(COC(=O)c2c3c(nc4ccccc24)CCC(C(C)(C)C)C3)o1 (stereo not given)
→ 102	0
- CCOC(=O)c1ccc(C(=S)N2CCCC2)cc1
→ 69*	-5.1*
- O=C(Nc1ccccc1)Nc1nccs1
→ 97	-0.6
- CC(O)c1ccc2ccccc2c1 (stereo not given)
→ 103	0
- Cc1cc(-c2ccc(S(=O)(=O)Nc3ccccc3)s2)on1
→ 103	1.6
- O=C(/C=C\c1ccc2c(c1)OCO2)OCn1nnc2ccccc2c1=O
→ 104	0.9
- S=C1N2CCN=C2SC2=NCCN12
→ 102	0.2
- O=[N+]([O-])c1ccc(S(=O)(=O)N2CCn3cccc3C2c2ccc(Br)cc2)cc1 (stereo not given)
→ 106	0
- CCOc1ccc(-n2c(=O)/c(=C\c3ccco3)s/c2=C(/C#N)C(=O)C(C)(C)C)cc1
→ 118	1.4
- CC(=O)Nc1ccccc1OCC(=O)NCC(F)(F)F
→ 102	0
- O=C(Cn1cc(SCc2cccc(Cl)c2)c2ccccc21)N1CCCCC1
→ 118	0.3
- O=C(CCS(=O)(=O)c1ccc(Br)s1)NC(c1ccccc1)c1ccccc1
→ 102	0.2
- COc1cccc(OC)c1C(=O)N1CCN(C(=O)COc2ccc(Cl)cc2)CC1
→ 102	0.1
- Cc1nc2ccc(S(=O)(=O)N(CC(=O)N3CCN(C)CC3)Cc3ccccc3)cc2s1
→ 100	-0.4
- O=C(Cn1nc(-c2cccc(-n3cccc3)c2)oc1=O)N1CCCCC1
→ 102	0.2
- O=C1CC(c2ccccc2)Cc2[nH]c(=O)c(-c3nc(-c4ccc(Cl)c(Cl)c4)cs3)cc21 (stereo not given)
→ 111	1.5
- COc1cc(/C=C2\SC(=S)N(C3CCS(=O)(=O)C3)C2=O)cc(Br)c1O (stereo not given)
→ 111	1.8
- COc1ccc(-c2noc(CNC(=O)c3ccccc3Br)n2)cc1
→ 109	0.3
- CN(C)C(CNC(=O)Cc1cccc(C(F)(F)F)c1)c1ccco1 (stereo not given)
→ 112	1.6
- CC(C)C(=O)Nc1cccc(-c2nc3ncccc3o2)c1
→ 101	-0.1
- COc1ccccc1C(=O)N(C(C)C)C(C)C
→ 99	-0.4
- Cc1ccc(S(=O)(=O)c2ncsc2Cl)cc1
→ 101	-0.5
- CN1/C(=C\C(=O)COC(=O)c2cccc(S(=O)(=O)N3CCOCC3)c2)C(C)(C)c2ccccc21
→ 108	0.6
- COc1cccc2c1Oc1ncccc1N(C(=O)CCC(=O)NC1CCCCC1)C2
→ 103	1.2
- Cc1oc(C(C)(C)C)cc1-c1cc(N)n(-c2ccc(S(N)(=O)=O)cc2)n1
→ 102	-0.5
- O=C(NCC1CCCO1)c1cc(-c2cccs2)nc2ccccc12 (stereo not given)
→ 103	0.5
- COc1ccc(-n2nc3c(N4CCC(C(=O)N5CCC(C)CC5)CC4)nnc(C)c3c2C)cc1
→ 104	-0.3
- CC1=NCC(=O)Nc2cc3c(cc21)OCCO3
→ 101	-0.2
- COc1ccc(CCNS(=O)(=O)c2ccc3c(c2)CC(C)N3C(=O)C2CCC2)cc1OC (stereo not given)
→ 109	0.5
- COc1cccc(NC(=O)c2sc3ncnc(N4CCc5ccccc5C4)c3c2C)c1
→ 101	-0.3
- CCN1CCc2c(sc(-n3cccc3)c2CNC(=O)Nc2cc(Cl)ccc2C(=O)OC)C1
→ 102	0.1
- CCN1C[C@]2(COC)[C@H](O)C[C@H](OC)[C@@]34[C@@H]5C[C@@]6(O)[C@H](OC(=O)c7ccccc7)[C@@H]5[C@@](OC(C)=O)(C([C@H](OC)[C@H]23)[C@@H]14)[C@@H](O)[C@@H]6OC
→ 101	0.2
- CCOc1ccccc1NC(=O)Cn1cnc2onc(-c3ccc(F)cc3)c2c1=O
→ 107	0.2
- CCOc1ccc(-n2c(-c3ccco3)nc3c(cnn3-c3ccc(C)cc3)c2=O)cc1
→ 99	-0.3
- CCOc1ccc(NC(=O)CCC(=O)O)cc1
→ 104	0.4
- CCOc1ccc(NC(=O)CSc2nccn2-c2cccc(C)c2C)cc1
→ 107	0.1
- CCOC(=O)c1cnn(-c2ccccc2)c1NC(=O)C(F)(F)F
→ 102	0.8
- CCCc1[nH]nc2c1C(CCC)C(C#N)=C(N)O2 (stereo not given)
→ 102	0.1
- CN(C)c1ccc(C(=S)N2CCN(C(N)=S)CC2)cc1
→ 102	0
- CCOCCCNc1nc2c(S(=O)(=O)c3ccc(CC)cc3)nnn2c2ccc(Cl)cc12
→ 104	-0.2
- COc1ccccc1CCNC(=O)C(=O)NCC(c1ccc2c(c1)OCO2)N1CCOCC1 (stereo not given)
→ 107	-0.2
- CNC(=O)c1nnc(-c2ccccc2)o1
→ 103	0.2
- Cc1ccc(N2CCN(S(=O)(=O)c3cc(C(=O)Nc4cc(Cl)cc(Cl)c4)ccc3F)CC2C)cc1 (stereo not given)
→ 110	0.3

Copied from the list:
In PV pol inh, CCOC(=O)c1cnn(-c2ccccc2)c1NC(=O)C(F)(F)F is listed with 102
In PV pol inh, COc1ccccc1CCNC(=O)C(=O)NCC(c1ccc2c(c1)OCO2)N1CCOCC1 (stereo not given) is listed with 107

(further entries)
Results follow in this order: PV pol inh	PV pol inh FP z-score
- CCC(=O)N(CCN1C(=O)c2ccccc2C1=O)c1cccc(F)c1
→ 102	0.1
- COc1ccc(C2=NN(CC(=O)NCCCN(C)c3ccccc3)C(=O)CC2)cc1
→ 104	-0.4
- CC(NC(=O)Nc1cccc2ccccc12)C1CCCO1 (stereo not given)
→ 101	-0.7
- CN[C@@H]1[C@H](O[C@H]2[C@H](O[C@@H]3[C@@H](O)[C@H](O)[C@@H](N=C(N)N)[C@H](O)[C@H]3N=C(N)N)O[C@@H](C)[C@]2(O)CO)O[C@@H](CO)[C@H](O)[C@H]1O
→ 103	0.8
- Cc1ccc2nc(NC(=O)OC(C)(C)C)sc2c1
→ 114	1.1
- COc1ccc(OCC(=O)NC(=S)N2CCCc3ccccc32)cc1
→ 100	-0.4
- CC(C)NC(=O)c1nnc(Cc2cccc(Cl)c2)o1
→ 102	-0.2
- Cc1cccc(-c2nc(CCNC(=O)Cc3ccc(F)cc3)cs2)c1
→ 105	-0.6
- O=C1N(Cc2ccccc2)C(c2ccco2)C1(F)F (stereo not given)
→ 100	-0.1
- Oc1cccc2cnccc12
→ 100	-0.1

Complete entries, quoted from the list.
Oc1cccc2cnccc12 in the list: PV pol inh = 100; PV pol inh FP z-score = -0.1
CC(NC(=O)Nc1cccc2ccccc12)C1CCCO1 (stereo not given) in the list: PV pol inh = 101; PV pol inh FP z-score = -0.7

In the list so far, five have bromine.
Results follow in this order: PV pol inh	PV pol inh FP z-score
- CCn1nnc2cc(C(=O)Nc3ccc(Br)cc3F)ccc21
→ 106	-0.1
- O=[N+]([O-])c1ccc(S(=O)(=O)N2CCn3cccc3C2c2ccc(Br)cc2)cc1 (stereo not given)
→ 106	0
- O=C(CCS(=O)(=O)c1ccc(Br)s1)NC(c1ccccc1)c1ccccc1
→ 102	0.2
- COc1cc(/C=C2\SC(=S)N(C3CCS(=O)(=O)C3)C2=O)cc(Br)c1O (stereo not given)
→ 111	1.8
- COc1ccc(-c2noc(CNC(=O)c3ccccc3Br)n2)cc1
→ 109	0.3

Next part
Results follow in this order: PV pol inh	PV pol inh FP z-score
- Cc1cc(NC(=O)COCc2cc(-c3ccc(F)cc3)on2)ccc1Br
→ 99	-2
- Cc1nn(-c2ccccc2)c2sc(C(=O)OC3CCCC3=O)cc12 (stereo not given)
→ 106	0.6
- O=C(CNC(=O)c1ccccc1)OCc1c(Cl)cccc1Cl
→ 102	0.3
- Cc1ccccc1NC(=O)Cn1c(=O)n(-c2ccc(CC(=O)NCC3CCCO3)cc2)c(=O)c2ccccc21 (stereo not given)
→ 107	0.4
- C=CC1CCC(N(Cc2ccccc2)S(=O)(=O)c2ccc(C)cc2)C(O)C1 (stereo not given)
→ 104	0.6
- CCc1ccc(NC(=O)N2CCC(CN3CCc4ccccc4C3)CC2)cc1
→ 103	0.6
- CCc1ccccc1NC(=O)CCc1c(C)nn(-c2ccc(N3CCOCC3)nn2)c1C
→ 103	-0.8
- CCn1c(C)c(C)c2cc(C(=O)NCc3cccc(C)c3)ccc21
→ 109	0.5
- O=C1/C(=C/c2ccc(O)cc2)NC(=S)N1c1ccccc1
→ 106	1.3
- Cc1cc(C)nc(Nc2ccc(Nc3ccccc3)cc2)n1
→ 100	0
- Cc1ccccc1Nc1nnc(-c2ccc(C)c(S(=O)(=O)NCC3CCCO3)c2)c2ccccc12 (stereo not given)
→ 110	1.4
- CCOc1ccc(NC(=O)CCC(=O)N2CC(C)Oc3ccc(C)cc32)cc1 (stereo not given)
→ 107	0
- CCOC(=O)c1sc(NS(=O)(=O)c2ccccc2C(F)(F)F)cc1C
→ 105	0.6
- CCC(=O)Nc1ccc(Cl)c(NC(=O)c2cc3ccccc3o2)c1
→ 100	-0.1
- CCc1nnc2c3ccccc3nc(NCc3cccnc3)n12
→ 101	-0.3
- COc1ccc(/C=C/C(=O)Nc2cc(-c3nc4ccccc4o3)ccc2OC)cc1
→ 102	-0.1
- CCOc1ccc(S(=O)(=O)N(CC(=O)NCCSCc2ccc(C)cc2)c2ccccc2)cc1
→ 106	0.5
- O=C(NCc1ccc(Cl)cc1)C1CCN(c2ncnc3c2nc2n3CCCCC2)CC1
→ 100	-1.4
- CCn1c2ccccc2c2cc(NC(=O)COc3ccc(C)c(C)c3)ccc21
→ 105	0.1
- Cc1cc(Br)ccc1NC(=S)Nc1cccc(NC(=O)c2ccccc2O)c1
→ 105	0.1
- CCCn1c(SCc2nc(-c3cccs3)no2)nnc1-c1ccncc1
→ 102	0.1
